TDP1 cell CPT – growth inhibition of DT40 Tdp1-/-;hTDP1 cells with camptothecin (screen for TDP1 inhibitors) | chicken DT40 Tdp1-/-;hTDP1 cells + 20 nM CPT, ATP luminescence, 48 h | Potency, µM (highest dose often 46.2 µM), without a hit: top-dose activity change, negative = growth inhibition, usual class: inhibitors | hit rate 12% among 420,000; also: nearly all actives have a fitted effect of over 55% in size
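Chicken DT40 Tdp1-/- cells complemented with human TDP1, 400 cells/well, exposed to compounds plus 20 nM camptothecin for at least 48 h at 37 C; viability read as ATP content by CellTiter-Glo luminescence.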
DT40 TDP1 no CPT – qHTS for Inhibitors of human tyrosyl-DNA phosphodiesterase 1 (TDP1): qHTS in cells in absence of CPT; hit rate 15% among 420,000; DT40 Tdp1-/- hTDP1 cells, no CPT, ATP luminescence, 48 h; Potency, µM (highest dose often 46.2 µM), for inactives: top-dose activity change, negative = growth inhibition, usual class: inhibitors; AID 686978, 2013; also: nearly all actives have a fitted effect of over 55% in size
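No-CPT arm: Tdp1-/-;hTDP1 DT40 cells (400/well) plus compounds, incubated ≥48 hr at 37 °C. Readout CellTiter-Glo luminescence.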
KAT2A inh – inhibitors of human GCN5L2 histone acetyltransferase. Potency, µM (highest dose often 58.9 µM), for inactives: at the highest dose activity change, negative = inhibition, actives largely listed as inhibitors. hit rate 0.21% among 390,000. Q92830. GCN5L2 HAT assay, ThioGlo1 CoA-SH fluorescence. AID 504327
Target sequence (Q92830 whole entry, looked up): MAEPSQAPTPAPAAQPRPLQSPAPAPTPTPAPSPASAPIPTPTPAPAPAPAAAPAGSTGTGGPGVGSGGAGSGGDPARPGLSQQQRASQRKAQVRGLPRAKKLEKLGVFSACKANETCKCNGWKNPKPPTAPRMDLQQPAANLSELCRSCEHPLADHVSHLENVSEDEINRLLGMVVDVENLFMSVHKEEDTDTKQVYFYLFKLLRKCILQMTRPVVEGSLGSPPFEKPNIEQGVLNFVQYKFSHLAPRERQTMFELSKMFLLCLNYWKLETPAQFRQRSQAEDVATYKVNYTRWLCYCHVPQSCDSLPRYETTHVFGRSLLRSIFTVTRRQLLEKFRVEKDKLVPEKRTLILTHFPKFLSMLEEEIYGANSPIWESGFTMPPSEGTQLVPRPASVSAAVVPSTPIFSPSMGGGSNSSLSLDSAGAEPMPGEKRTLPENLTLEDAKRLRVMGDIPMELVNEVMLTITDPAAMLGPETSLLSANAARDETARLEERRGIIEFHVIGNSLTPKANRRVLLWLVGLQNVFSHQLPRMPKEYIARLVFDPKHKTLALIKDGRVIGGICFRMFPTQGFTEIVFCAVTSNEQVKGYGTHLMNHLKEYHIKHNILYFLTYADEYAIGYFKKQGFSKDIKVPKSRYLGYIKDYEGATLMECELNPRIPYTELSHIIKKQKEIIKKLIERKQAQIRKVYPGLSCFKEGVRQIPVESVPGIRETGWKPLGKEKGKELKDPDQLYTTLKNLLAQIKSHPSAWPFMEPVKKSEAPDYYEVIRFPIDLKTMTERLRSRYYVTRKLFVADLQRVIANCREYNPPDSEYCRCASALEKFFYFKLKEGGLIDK
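Titration-based screen in which CoA formation is detected via maleimide probe ThioGlo1 (50uM) turning fluorescent on thiol reaction; substrates H3(1-25) 75uM and acetyl-CoA 70uM, GCN5L2 20nM, 20 min incubation at room temperature.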
* = called active by the depositor; ? = inconclusive; · = no result given; & = joins results of further samples. Calls follow the shape of the dose curve; as a rule, active = well fitted curve in the direction sought with a large enough effect; inconclusive = small, poorly fitted or top-dose-only effect, or another doubt; inactive = no such curve, though single readings can be large; an effect the other way counts as inactive or inconclusive. % is scaled to controls: 0 for no effect and ±100 for the full control effect; potency is read from the fitted curve at half-maximal effect. Random draw from the library (roughly 18% active in at least one column).

cpd	canonical_smiles	TDP1 cell CPT	DT40 TDP1 no CPT	KAT2A inh
1	CC(C)(C)OC(=O)N1CCC(c2c(C(=O)N3CCN(c4ccccn4)CC3)cnn2-c2cccc(F)c2)CC1	18.4µM*	16.4µM*	-9.8%
2	Cc1ccc(-n2nc(C)c3c(C(=O)O)cc(C)nc32)cc1	5.8%	7.5%	-1.1%
3	Fc1ccc(-c2ccnc3nc(N4CCOCC4)nn23)cc1	-15.4%	-2.8%	-26.2%
4	Cc1cccc(NC(=O)CN(C)S(=O)(=O)c2ccc3c(c2)c(=O)n(C)c(=O)n3C)c1	5.4%	-10.5%	-11.7%
5	CCCC(=O)N1CCN(c2nc3c(OC)ccc(Cl)c3s2)CC1	?	-8.2%	-3.7%
6	O=[N+]([O-])c1cc(S(=O)(=O)N2CCCCCC2)ccc1F	7.31µM*	10.3µM*	4.2%
7	O=C(Nc1ccnn1C1CCN(C2CCCC2)CC1)c1ccccc1Cl	-13.3%	8.2%	-0.8%
8	CC(C)(CC(=O)O)CC(=O)NCc1c(Cl)cccc1Sc1ccc(Cl)cc1	-18.1%	-12.1%	-4.2%
9	CN(C)Cc1ccccc1COc1ccccc1	-0.5%	-4.2%	-2.6%
10	COc1cc(C(=O)O/N=C(\N)c2ccccn2)cc(OC)c1OC	?	?	-0.7%
11	O=C(NCCc1cccnc1)c1cc(COc2ccc(F)cc2F)on1	?	23.1µM*	-0.6%
12	CCCC(=O)Nc1ccc2nc(SCC(=O)N3CCCC3)sc2c1	-25.7%	?	?
13	O=c1cc(NCc2ccccc2)nc2n1CCCS2	?	?	1.6%
14	O=[N+]([O-])c1cccc(-c2ccc(SCc3ccccn3)nn2)c1	?	25.9µM*	-2.8%
15	CC(NC(=O)COc1cc(=O)n(C)c2ccccc12)c1ccc2c(c1)OCCO2 (stereo unspecified)	0.3%	1.0%	-3.7%
16	Cc1ccc(S(=O)(=O)N2CCCC(C)C2)cc1 (stereo unspecified)	-20.5%	?	?
17	COc1ccc(Cl)cc1-c1cc(C(=O)Nc2ccc(F)cc2)[nH]n1	?	-9.6%	·
18	CC1(C(=O)Nc2cccnc2)Cc2c(-c3cccc(C(F)(F)F)c3)ccnc2O1 (stereo unspecified)	16.4µM*	23.1µM*	·
19	CCn1ncc(C2=NOC(C(=O)NCc3ccc(Cl)cc3)C2)c1C (stereo unspecified)	5.8µM*	5.8µM*	-2.2%
20	O=c1cc(O)n(C2CCCCCC2)c(=O)[nH]1	2.9%	26.5%	9.4%
21	CCOC(=O)c1sc(NC(=O)CSc2nc3c(cc2C#N)CCCCCC3)c(C#N)c1C	16.4µM*	25.9µM*	-17.9%
22	O=C(O)COn1c(-c2ccc(Cl)cc2)nc2ccc(Cl)cc21	3.4%	12.2%	-12.3%
23	Cc1csc(NC(=O)CSc2nnc(-c3ccoc3C)n2C(C)c2ccccc2)n1 (stereo unspecified)	?	?	3.4%
24	CCOC(=O)N1CCN(C(=S)NC(=O)c2cncc(Br)c2)CC1	?	?	-2.9%
25	O=C(C1=C[C@H](c2ccc(Br)cc2)C[C@H](OCc2ccc(CO)cc2)O1)N1CCOCC1	?	-18.4%	2.0%
26	Nn1c(SCC(=O)Nc2nnc(-c3ccccc3)o2)nnc1C1CC1	-0.4%	5.6%	-6.2%
27	O=C(c1ccc(NC2=NC3CS(=O)(=O)CC3S2)cc1)N1CCN(c2ccc([N+](=O)[O-])cc2)CC1 (stereo unspecified)	-7.7%	0.2%	-19.1%
28	COC(=O)C1=C(C)N=C2SC(C#N)=C(N)N2C1c1cccc(OC)c1 (stereo unspecified)	-24.1%	-27.2%	3.4%
29	CC(=O)OC1C=CCC2C(=O)c3cccc(O)c3C(O)C12 (stereo unspecified)	-9.2%	?	·
30	Cc1ccc(C(C[N+](=O)[O-])c2c(C)cc3ccccn23)cc1 (stereo unspecified)	10.3µM*	16.4µM*	-5.7%
31	CC(C(O)C12CC3CC(CC(C3)C1)C2)N1CCCCC1 (stereo unspecified)	-6.2%	?	0.6%
32	CCOC(=O)c1cnc2cc(C)ccn2c1=O	-1.6%	2.1%	-2.8%
33	CC(C)OCCCNS(=O)(=O)c1ccc2c(c1)OCCO2	-11.8%	-21.2%	1.3%
34	COc1cc(Cl)cc(/C=C/c2ccc3cccc(O)c3n2)c1OC	?	23.1µM*	-10.2%
35	Nc1cc(=O)[nH]c(SCCSc2ccccc2F)n1	1.4%	?	-2.1%
36	CN=Cc1c(NC)nc2c(C)cccn2c1=O	6.7%	-13.9%	-8.3%
37	CSc1ccc(CN(C)C(=O)CN2C(=O)NC3(CCCC3)C2=O)cc1	0.0%	-18.6%	-3.2%
38	CN(C)C(CNC(=O)CSc1nc2sc3c(c2c(=O)n1C)CCC3)c1ccccc1 (stereo unspecified)	?	?	2.9%
39	CC1CC(C)(C)NC(=S)N1CCCC(=O)N1CCN(c2ccc(F)cc2)CC1 (stereo unspecified)	-21.8%	?	10.9%
40	Cc1cccc(N)c1SC1CCCCC1O (stereo unspecified)	11.7%	-12.9%	-6.4%
41	Cc1ccc(S(=O)(=O)C2(C(=O)Nc3ccc(C(C)C)cc3)CC2)cc1	1.3%&-1.2%	-14.4%&-29.8%	-7.8%&-0.9%
42	COc1cc(NS(=O)(=O)c2ccc(NC(=S)NC(=O)c3ccc(F)c(F)c3)cc2)nc(OC)n1	2.3%	3.5%	-1.7%
43	Cc1nn(Cc2ccccc2Cl)c(C)c1NC(=O)/C=C/c1cnn(C)c1	-25.1%	?	-8.3%
44	O=C(c1cnc2n(c1=O)CCS2)N1CCCc2ccccc21	-0.6%	7.9%	-2.6%
45	CC(=O)OC1CC2C(C)(C)C(O)CC[C@@]2(C)C2CC[C@@]3(C)C(c4ccoc4)OC(=O)C4O[C@@]43[C@]12C (stereo partly specified)	?	18.4µM*	-9.5%
46	C=CCN1C(=NC(=O)CCC)SC2CS(=O)(=O)CC21 (stereo unspecified)	-1.0%	0.2%	1.8%
47	CCc1nc2c(OCC(=O)c3ccc(Cl)cc3Cl)cccn2c1N(C)C(=O)COc1ccccc1	?	?	·
48	CC(C)[C@H](NC(=O)[C@@H]1Cc2ccccc2CN1)C(=O)Nc1ccc2c(c1)OCCO2	-22.4%	-3.4%	-10.0%
49	Fc1ccc(-c2cc(C(F)(F)F)nc(-n3cc(Cl)cn3)n2)cc1	-26.9%	?	-5.1%
50	CNc1nc(Cl)c(SC)c(NCc2cccc(OC)c2)n1	?	23.1µM*	?
51	O=C(NC1CCCC1)c1c[nH]c2ccc(F)cc2c1=O	?	?	-0.6%
52	Cc1ccc(C)c(S(=O)(=O)NCc2ccc(C(=O)NCc3ccco3)cc2)c1	-22.3%	?	-1.1%
53	CCN(C(=O)COC(=O)CNC(=O)c1ccc(Cl)cc1Cl)c1c(N)n(Cc2ccccc2)c(=O)[nH]c1=O	-7.3%	14.2%	2.2%
54	O=C(COc1ccc(Cl)cc1Br)NC(=O)NC1CCCC1	-5.1%	-7.5%	-1.8%
55	CN(Cc1ccccc1)c1nc2c(c(=O)[nH]c(=O)n2C)n1Cc1ccccc1Cl	?	?	1.0%
56	COc1ccc(S(=O)(=O)N2CCc3ccccc32)cc1C(=O)Nc1ccc(C(N)=O)cc1	23.1µM*	?	-10.6%
57	COC(=O)N[C@@H]1C[C@H]2[C@@H]3CC[C@H]4C[C@@H](OC)CC[C@]4(C)[C@H]3CC[C@]12C	?	?	-3.9%
58	Cc1ncoc1C(=O)N1CCCC(C(=O)c2ccc(C(F)(F)F)cc2)C1 (stereo unspecified)	6.9%	?	5.9%
59	COc1cccc(CN2CCN(Cc3cccn3-c3cccnc3)CC2CCO)c1 (stereo unspecified)	-23.8%	?	-2.0%
60	Cn1c(=O)c(C(=O)CN2CCc3ccccc32)c(N)n(Cc2ccccc2)c1=O	13µM*	18.4µM*	3.5%

Overlap with the part before: 4 compounds, followed by the next part.
cpd	canonical_smiles	TDP1 cell CPT	DT40 TDP1 no CPT	KAT2A inh
57	COC(=O)N[C@@H]1C[C@H]2[C@@H]3CC[C@H]4C[C@@H](OC)CC[C@]4(C)[C@H]3CC[C@]12C	?	?	-3.9%
58	Cc1ncoc1C(=O)N1CCCC(C(=O)c2ccc(C(F)(F)F)cc2)C1 (stereo unspecified)	6.9%	?	5.9%
59	COc1cccc(CN2CCN(Cc3cccn3-c3cccnc3)CC2CCO)c1 (stereo unspecified)	-23.8%	?	-2.0%
60	Cn1c(=O)c(C(=O)CN2CCc3ccccc32)c(N)n(Cc2ccccc2)c1=O	13µM*	18.4µM*	3.5%
61	CCCCOC(=O)C1=C(C)NC(=O)NC1c1ccc([N+](=O)[O-])s1 (stereo unspecified)	?	?	-9.2%
62	Cn1cnc(S(=O)(=O)N2CCCCC2c2cc(C(=O)Nc3ccc(F)c(Cl)c3)no2)c1 (stereo unspecified)	?	?	·
63	COc1cc(C(=O)n2nc(-c3ccco3)nc2NCc2ccc(Cl)cc2)cc(OC)c1OC	-18.5%	?	-7.4%
64	C=C(C)C(=O)Nc1cccc(C2=NOC3(C2)C[C@@H](C(N)=O)N(C(=O)/C(C)=C/C)C3)c1 (stereo partly specified)	9.4%	-16.1%	-10.5%
65	FC(F)(F)c1cccc(Nc2cc(-c3ccccc3)nc3ncnn23)c1	-29.5%	?	-2.7%
66	CCCCn1c(N)c(N(CC(C)C)C(=O)c2cccc(S(=O)(=O)N(C)c3ccc(C)cc3)c2)c(=O)[nH]c1=O	?	?	-0.6%
67	CC(=O)Nc1ccc(NC(=O)CSc2nnc(C3CC3)n2-c2ccccc2)cc1	-16.4%	-15.9%	1.3%
68	Cc1ccccc1N(CC(=O)Nc1ccc(F)cc1)S(C)(=O)=O	-5.0%	12.0%	-5.7%
69	CCOc1cccc(OCCOCCNC(C)(C)C)c1	-3.4%	-0.2%	8.2%
70	CC(C)(C)c1nn(-c2ccccc2)c2[nH]c(=O)c(CNCc3ccco3)cc12	20.6µM*	23.1µM*	5.5%
71	COc1ccc(C(=O)NNC(=O)CSc2nc3c([nH]2)c(=O)n(C)c(=O)n3C)cc1	4.2%	5.5%	-2.7%
72	Cc1ccc(Nc2nc(N)nc(CSc3nncn3C)n2)cc1	20.0%	-3.5%	-5.8%
73	CCOC(=O)NCC(C#CCN(CC)CC)N(CC)CC (stereo unspecified)	1.0%	-0.2%	-20.4%
74	O=C(Nc1cccc(-c2nc3cccnc3s2)c1)C1c2ccccc2Oc2ccccc21	?	?	-7.3%
75	CC1(C)CC2(CCO1)OC(=O)CC2C(=O)Nc1c(Cl)cccc1Cl (stereo unspecified)	4.7%	-1.7%	0.3%
76	COc1ccc(CN2C(=O)C(NC(=O)c3ccccc3C)(C(F)(F)F)N=C2c2ccccc2)cc1 (stereo unspecified)	20.6µM*	14.6µM*	-9.9%
77	CC1=C(C(=O)Nc2cc(C)ccc2C)C2(CCCCCC2)OC1=O	?	?	-0.7%
78	Cc1cccc(NC2=C(C#N)C(=O)NC3(CCCC3)S2)c1	?	?	-16.9%
79	Cc1cccc(NC(=O)c2cc(Cl)ccc2[N+](=O)[O-])c1	?	-22.1%	-5.8%
80	C=CCn1c(SCc2ccc3nonc3c2)nnc1-c1cccs1	-16.9%	-44.3%	-0.7%
81	COc1ccccc1CN1CC(C(=O)N(C)CCOc2ccccc2)CCC1=O (stereo unspecified)	6.6%	-4.9%	-6.1%
82	CC(C)Oc1ccc(C(=O)NC(Cc2c[nH]c3ccccc23)C(=O)NN)cc1 (stereo unspecified)	-28.1%	-1.5%	-29.9%
83	COc1ccc(CC(=O)Nc2nc(C)cs2)cc1S(=O)(=O)N1CCOCC1	-14.7%	12.5%	-4.4%
84	NN/C(=C\[N+](=O)[O-])Nc1ccccc1	?	20.6µM*	-4.1%
85	CCc1ccc2c(CC(=O)Nc3cccc(S(=O)(=O)N4CCOCC4)c3)coc2c1	-9.5%	?	-8.4%
86	O=C(O)c1ccc(Nc2nc(-c3ccccc3)nc3ccccc23)cc1	23.1µM*	20.6µM*	-7.4%
87	CCOc1ccc(N2C(=O)CC(N3CCN(c4ccccc4F)CC3)C2=O)cc1 (stereo unspecified)	?	?	-6.8%
88	COc1cccc(NC(=O)CN2C(=O)CSc3ccc(S(=O)(=O)N4CCC(C)CC4)cc32)c1	?	?	-15.1%
89	CC1CCN(C(=O)c2ccc(S(=O)(=O)N3CCCCCC3)cc2)CC1	-29.7%	?	-3.6%
90	CCN1C[C@@H]2[C@@H]3C(=O)N(Cc4ccccc4)C(=O)[C@@H]3[C@](Cc3ccccc3)(C1=O)N2C(=O)c1ccc(Cl)cc1	?	?	·
91	COc1ccc(NS(=O)(=O)c2cc(NC(=O)c3ccc(F)cc3)ccc2OC)cc1	-26.6%	?	-15.5%
92	O=C(N/N=C/c1cnc(N2CCCCC2)s1)c1ccc(C(F)(F)F)cc1	?	?	-1.4%
